# TNAP act hiacc – increases human TNAP activity under high phosphate acceptor concentration; purified TNAP, CDP-star luminescence, 1 M DEA, 30 min; active compounds read high; 0 = EDTA background, 1 = DMSO-only activity; activation factor at 20 µM; 200,000 tested, under 10 active;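 active = activation factor at least 2 at 20 µM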
# Target sequence (P05186 whole entry, looked up): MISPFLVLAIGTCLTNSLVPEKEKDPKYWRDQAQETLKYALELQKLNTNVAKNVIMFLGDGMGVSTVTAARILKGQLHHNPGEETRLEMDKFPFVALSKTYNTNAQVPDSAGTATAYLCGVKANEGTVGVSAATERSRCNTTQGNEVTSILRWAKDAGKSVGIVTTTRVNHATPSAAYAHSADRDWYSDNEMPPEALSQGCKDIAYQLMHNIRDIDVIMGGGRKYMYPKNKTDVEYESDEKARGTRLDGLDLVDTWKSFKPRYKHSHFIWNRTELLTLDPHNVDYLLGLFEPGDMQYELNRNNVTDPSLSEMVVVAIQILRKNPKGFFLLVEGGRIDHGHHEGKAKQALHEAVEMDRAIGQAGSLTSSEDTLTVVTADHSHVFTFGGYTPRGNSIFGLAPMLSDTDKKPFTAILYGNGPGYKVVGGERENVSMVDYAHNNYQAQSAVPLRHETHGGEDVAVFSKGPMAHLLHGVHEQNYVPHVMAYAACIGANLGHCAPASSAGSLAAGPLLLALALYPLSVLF
#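 Control set: EDTA negative control, DMSO positive control / Assay system: human TNAP / Quantity: TNAP 1/800 final / Evaluation: TNAP activation factor scaled between EDTA and DMSO control wells / Measured by: luminescent substrate turnover signal / Compound dosing: one dose, 20 µM / Times: 30 min enzyme reaction at room temperature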
# bIAP act – intestinal alkaline phosphatase (bovine) activation | purified bovine IAP, CDP-star luminescence, 30 min; active compounds read high; fold of DMSO-control signal, blank-subtracted | activation factor at 20 µM | 0.17% of 200,000 active | AID 1016;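 active = activation factor of 2 or more at 20 µM, a signal rise over negative controls twice the positive control's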
# L major viab – reduces viability of Leishmania major promastigotes. resazurin fluorescence viability. inhibition, % at 10 µM. 9% of 200,000 active. AID 1063; in the data active = inhibition above about 50%;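 also: promastigotes grown with compound for 44 hours at 28 °C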
# Diaph inh CS – inhibits diaphorase or chemically oxidizes, flagging diaphorase assay artifacts. diaphorase resazurin-to-resorufin fluorescence, NADH, 16 min; bacterial (C. kluyveri) enzyme, not human. inhibition, % at 20 µM. 0.69% of 190,000 active. AID 1217;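 active = primary screen inhibition at 20 µM above a set limit, cut at about 50% in these data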;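 also: plate controls were DMSO with full reaction for no effect and wells lacking NADH for full effect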
#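 Detection: fluorescence of resorufin formed from resazurin, Ex 544/Em 590 nm; test system: Clostridium kluyveri diaphorase enzyme; amount: 0.14 U/mL diaphorase, enzyme working solution; times: 16-min room-temperature incubation before reading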
# TNAP inh no acc – inhibitors of human TNAP without phosphate acceptor; 0.26% of 200,000 active; purified TNAP, CDP-star luminescence, 30 min; inhibition, % at 20 µM; P05186;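 active = tissue-nonspecific alkaline phosphatase inhibition above about 50% at 20 µM in the single-dose screen, limit read from the data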;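 also: 0% = DMSO negative control and 100% = EDTA positive control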
# PMI activator – activators of human phosphomannose isomerase; P34949; purified human PMI, coupled resazurin fluorescence, 20 min; active compounds read high; 1 = vehicle control, 0 substrate-free wells; activation factor at 20 µM; 0.005% of 190,000 active;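 active = activation factor of 2 or more at 20 µM, relative to plate controls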
# Target sequence (P34949 whole entry, looked up): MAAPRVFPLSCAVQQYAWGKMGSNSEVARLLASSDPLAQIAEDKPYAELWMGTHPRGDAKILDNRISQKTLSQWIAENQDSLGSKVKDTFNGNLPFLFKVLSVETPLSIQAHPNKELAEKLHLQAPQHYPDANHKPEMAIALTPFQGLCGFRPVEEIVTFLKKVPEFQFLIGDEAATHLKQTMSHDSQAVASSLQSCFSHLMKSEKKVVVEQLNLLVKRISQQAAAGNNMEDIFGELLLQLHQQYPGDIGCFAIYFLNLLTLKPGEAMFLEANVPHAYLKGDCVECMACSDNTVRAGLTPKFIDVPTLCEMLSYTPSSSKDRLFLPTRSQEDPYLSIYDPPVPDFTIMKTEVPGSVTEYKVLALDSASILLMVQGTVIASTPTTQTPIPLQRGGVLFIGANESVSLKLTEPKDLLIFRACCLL
# bIAP inhibitor – blocks bovine intestinal alkaline phosphatase activity | purified bovine IAP, CDP-star luminescence, 30 min | inhibition, % at 20 µM | 190,000 tested, under 10 active;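 active = over 50% inhibition of intestinal alkaline phosphatase at 20 µM in the single-dose screen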
#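 test system = bovine IAP enzyme | medium = DEA buffer 100 mM, pH 9.8, with MgCl2 1.0 mM, ZnCl2 0.02 mM | detection = luminescence | dosing = single compound dose of 20 µM, 2% DMSO final | incubation = 30 min reaction at room temperature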
# Diaph act CS – diaphorase activation or chemical reduction counter-screen; Diaphorase/resazurin coupled assay, resorufin fluorescence, 16 min; active compounds read high; 1 = vehicle wells, 0 = NADH-free wells; activation factor at 20 µM; 0.005% of 190,000 active; AID 1229;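 active = diaphorase activity raised at least twofold by the compound at 20 µM; inactive = activation factor below 2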
#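 test system = bacterial diaphorase enzyme (C. kluyveri) | quantity = enzyme 0.07 U/mL final | reagent = NADH substrate 0.114 mM plus resazurin dye 0.1 mM, final | incubation = 16 min enzyme reaction, ambient temperature | buffer or medium = HEPES pH 7.4 buffer with MgCl2 and Tween 20 | signal = fluorescence of resorufin, 544 nm excitation, 590 nm emission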
# TNAP inh hiacc – TNAP (human) inhibition, high acceptor; P05186; purified TNAP, CDP-star luminescence, 1 M DEA; inhibition, % at 20 µM; 0.03% of 200,000 active; AID 1135;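 active = over 50% inhibition of tissue-nonspecific alkaline phosphatase at 20 µM in the single-dose screen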;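 also: plate controls were DMSO wells for no effect and EDTA-quenched wells as full inhibition for full effect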
# PMI act satM6P – activators of human phosphomannose isomerase at near-saturating mannose 6-phosphate | P34949 | coupled PMI enzyme assay, resazurin fluorescence, 20 min; active compounds read high; 1 = untreated enzyme, 0 = substrate-free blank | activation factor at 20 µM | 0.34% of 190,000 active;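 active = activation factor of 2 or more at 20 µM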
#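 Material: human phosphomannose isomerase with PGI, G6PDH, diaphorase coupling enzymes. Quantity: 15 ng/mL PMI. Medium: HEPES pH 7.4 buffer with MgCl2 and Tween-20. Reagent: Near-saturating mannose-6-phosphate, 1.0 mM. Compound: 20 µM single dose. Times: enzyme reaction with compound 20 min at room temperature. Detection: resorufin fluorescence at Ex 544/Em 590 nm.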
# * = called active by the depositor; · = no result given.
SMILES,TNAP act hiacc,bIAP act,L major viab,Diaph inh CS,TNAP inh no acc,PMI activator,bIAP inhibitor,Diaph act CS,TNAP inh hiacc,PMI act satM6P
CC(=O)c1ccc(NC(=O)C2CCN(S(=O)(=O)c3cccc4cccnc34)CC2)cc1,1,0.9,-9,18,-8,0.9,5,0.8,3,0.8
CCOC(=O)c1c(NC(=O)C2C3C=CC(CC3)C2C(=O)O)sc(C)c1CC (centres undefined),1,0.9,1,2,4,1,6,1,-2,1.1
O=C(Nc1ccc2ccccc2c1)/C(=C\c1ccc2c(c1)OCO2)NC(=O)c1ccco1,1,1,2,19,-10,0.7,1,0.8,4,0.8
Cc1ccc(NC(=O)CN2C(=O)C3CCCCN3C(=O)c3ccccc32)cc1 (centres undefined),1,1,-8,10,-4,0.8,-2,0.9,3,0.9
CC(C)Cn1c(-c2ccc(Br)cc2)c[nH]c1=S,1,0.6,-2,26,41,1.1,37,0.7,2,1.2
CCOC(=O)c1c(NC(=S)Nc2ccccc2)sc2c1CCN(C)C2,1,1.1,12,12,1,0.6,-7,0.9,4,0.5
COc1ccc(NC(=O)c2ccc(COc3ccc(C)cc3)o2)cc1,1,0.9,-6,9,-3,0.9,6,0.9,0,0.9
CCOc1ccccc1N1Cc2ccccc2C1,1,0.8,11,11,-11,1.5,15,0.9,-3,1.9
COC(=O)c1ccccc1NC(=O)CN(C1CCCCC1)S(C)(=O)=O,1,0.9,-3,24,-12,0.9,6,0.8,-5,0.9
O=C1CN(C(=O)/C=C/c2cccc(Cl)c2)c2ccccc2N1,1,0.9,6,14,-15,1,11,0.9,-3,1
O=C(Cn1c(=O)oc2cc(S(=O)(=O)N3CCCC3)ccc21)Nc1ccc(C(F)(F)F)cc1,1.1,0.9,52*,-3,-1,1.2,9,1,-7,1.1
CCSc1nnc(NC(=O)NC(C)(C(F)(F)F)C(F)(F)F)s1,1,1.3,-3,6,-5,1,-27,0.9,-1,1.1
Cc1ccc(-c2nnn(CC(=O)N(CC3CCCO3)C(C(=O)NC3CCCC3)c3ccc(F)cc3)n2)o1 (centres undefined),1,1,10,6,-1,0.9,-3,0.9,2,1
NNC(=O)CC(=O)NC1(Cc2ccc(O)cc2)CCCCC1,1.1,1.2,-3,-8,-4,0.9,-21,1.1,-7,1
COc1ccc(C2N(C(=O)CN3CCOCC3)CCN2S(=O)(=O)c2ccccc2)cc1 (centres undefined),1,1,-3,7,-3,1,1,0.9,1,1
COc1ccc(CCNC(=O)CCN2C(=O)C(C)Oc3ccc(C)cc32)cc1OC (centres undefined),1,0.9,0,4,-15,1.1,9,1,-5,1
CC(C)NC(=O)CSCc1c(F)cccc1Cl,1,0.6,-5,-4,-11,1.1,37,1,-3,1
S=C(Nc1ccc(Cl)cc1Cl)N1CCCCC1,1,0.6,48,8,-14,1,44,0.9,-4,1
Cc1nc2cc(C(=O)OCC(=O)NC34CC5CC(CC(C5)C3)C4)ccc2n1-c1ccccc1,1,1.1,-2,2,-10,0.9,-8,1,-5,1
COc1ccc(N(CC(=O)Nc2cc(C)on2)S(=O)(=O)c2ccc(Cl)cc2)cc1,1.1,0.9,-2,25,-23,0.9,9,0.7,-6,0.9
CCOc1cccc(-c2nn(-c3ccccc3)cc2/C=C(/C#N)C(=O)NCCCn2ccnc2)c1,1,0.9,100*,-8,0,1,12,1.1,-4,0.9
O=C(O)CCSc1nnc(COc2cccc3ccccc23)n1-c1cccc(Cl)c1,1.1,1,3,5,-3,1.1,0,1,-8,1
CC(=O)Nc1ccc(S(=O)(=O)N(CC(=O)O)Cc2ccccc2)cc1,1,1,-7,5,-13,1,2,1,-5,1
CCc1ccc(NC(=O)c2cnc3n(c2=O)CCS3)cc1,1.1,1,-6,11,-18,1.1,0,0.9,-5,1

# A section taken from the entries so far, for reference:
SMILES,TNAP act hiacc,bIAP act,L major viab,Diaph inh CS,TNAP inh no acc,PMI activator,bIAP inhibitor,Diaph act CS,TNAP inh hiacc,PMI act satM6P
COc1ccc(N(CC(=O)Nc2cc(C)on2)S(=O)(=O)c2ccc(Cl)cc2)cc1,1.1,0.9,-2,25,-23,0.9,9,0.7,-6,0.9
CCOc1cccc(-c2nn(-c3ccccc3)cc2/C=C(/C#N)C(=O)NCCCn2ccnc2)c1,1,0.9,100*,-8,0,1,12,1.1,-4,0.9
O=C(O)CCSc1nnc(COc2cccc3ccccc23)n1-c1cccc(Cl)c1,1.1,1,3,5,-3,1.1,0,1,-8,1
CC(=O)Nc1ccc(S(=O)(=O)N(CC(=O)O)Cc2ccccc2)cc1,1,1,-7,5,-13,1,2,1,-5,1
CCc1ccc(NC(=O)c2cnc3n(c2=O)CCS3)cc1,1.1,1,-6,11,-18,1.1,0,0.9,-5,1

# The list continues:
SMILES,TNAP act hiacc,bIAP act,L major viab,Diaph inh CS,TNAP inh no acc,PMI activator,bIAP inhibitor,Diaph act CS,TNAP inh hiacc,PMI act satM6P
COc1ccccc1N1CCN(CC(=O)Nc2ccc(CN3CCCCC3)cc2)CC1,1.1,1.1,64*,17,-14,1,-10,0.8,-7,1
CN(C)S(=O)(=O)c1cccc(-c2cn3cc(Cl)ccc3n2)c1,1,0.8,99*,9,1,1.1,16,0.9,-3,1.1
Cc1nc(CSc2nsc(/C=C/N(C)C)c2C#N)cs1,1,1,1,18,-8,1,5,0.8,0,0.8
CC(C)C(NS(=O)(=O)c1cccs1)C(=O)N(C)Cc1ccccc1 (centres undefined),1,0.7,-3,-2,-7,0.9,28,1,-2,1.1
O=C(NC1(C(F)(F)F)NC(=O)N(C2CCCC2)C1=O)C1CC1 (centres undefined),1,1,-8,12,-4,0.8,4,0.9,-3,0.9
CC12CCC(C(=O)N3CCCCCC3)(OC1=O)C2(C)C (centres undefined),1.1,0.8,-7,6,-12,1,24,0.9,-6,1
O=C(CCSc1ccccc1)NCCSc1ccccn1,1.1,0.8,-9,7,-2,1.1,17,0.9,-7,1.1
COCCNC(=O)c1cc2c(-c3ccc(Cl)cc3)nn(C)c2s1,1.1,0.9,1,30,-15,0.9,6,0.7,-7,1
CCc1cc(C(=O)OC)c(N2C(=O)C3C4C=CC(C4)C3C2=O)s1 (centres undefined),1,1,-5,9,-8,0.9,-2,0.9,0,0.9
COc1ccc(-c2nnc(NC(=O)CSc3ccc(Cl)cc3)s2)cc1OC,1,1.5,-3,-4,-10,1.1,-54,1,0,1
CCn1c(CSc2nc(C)cc(C)n2)nnc1SCC(=O)Nc1nc(-c2ccccc2)cs1,1,1,14,8,-4,0.9,-1,0.9,-4,1
Cc1cccc(NC(=S)NCc2ccc3c(c2)cc(C)n3C)c1C,0.9,1,38,-20,-7,1.1,0,1.2,7,1.1
O=C1CN(C(=O)COC(=O)c2cnc(Cl)c(Cl)c2)c2ccccc2N1,1,0.9,-5,-8,-4,1.1,10,1.1,0,1
O=C(OCc1nnc(-c2ccccc2)o1)C1=COCCO1,1,0.9,-5,6,-11,1,11,0.9,-1,1
CCOC(=O)c1c(C)n(C)c2ccc(OC)c(NS(=O)(=O)c3ccc(Cl)s3)c12,1,0.9,7,25,-2,0.8,11,0.7,0,0.8
COc1ccc(C2CC(=O)c3cnc(N)nc3C2)c(OC)c1 (centres undefined),1.1,1,1,4,-2,1.1,1,1,-10,1.1
COCCNC(=O)c1cnn2c(C(F)(F)F)cc(-c3ccc4c(c3)OCO4)nc12,1,0.9,3,10,-7,0.9,10,0.9,4,0.9
COc1ccc(C(=O)NC(=S)NCc2ccccc2)cc1OC,1,0.9,-6,7,0,0.9,12,0.9,2,0.9
CC(C)(C)C(=O)NC1(C(F)(F)F)N=C2SCCN2C1=O (centres undefined),1,1,-2,6,-3,1,1,0.9,3,1
CCOc1ccc2c(c1)C(C)=CC(C)(C)N2S(=O)(=O)c1ccc(C)cc1,1,1.1,95*,18,-2,0.9,-6,0.8,0,1
COC(=O)c1cc(OC)c(OC)cc1NC(=O)c1c(-c2ccccc2Cl)noc1C,1.1,1,0,17,6,0.9,0,0.8,-8,0.9
CC(C)(C)NC(=O)C(c1ccccc1)N(C(=O)c1csnn1)C1CC1 (centres undefined),1.1,1,-1,17,-10,1.1,4,0.8,-9,1
O=C1CC(c2ccc3c(c2)OCO3)c2cc3c(cc2N1)OCCO3 (centres undefined),1,0.8,31,16,-7,0.8,19,0.8,-3,0.9
COC(=O)C1=C(CSc2nc3ccccc3o2)NC(=O)NC1c1cc(C)ccc1C (centres undefined),1,0.9,22,21,-3,0.9,13,0.8,-1,0.9
CCSc1nnc(NC(=O)c2ccco2)s1,1.1,0.9,-3,17,-18,1,6,0.8,-7,1
Cc1cc(=O)oc2cc3c(cc12)OCCO3,1.1,1,-6,-10,10,1,-5,1.1,-7,1.1
O=C(c1ccc(Cl)cc1)c1ccc(CN2C(=O)c3ccccc3C2=O)o1,1,0.9,-4,17,-9,0.9,10,0.8,1,0.9
O=S1(=O)CC(NCc2ccccc2)C(Nc2ccc(Cl)cc2)C1 (centres undefined),1,0.9,13,-2,-11,1,5,1,-4,1.1
CCNC(=O)CCS(=O)(=O)c1ccc2ccccc2c1,1,0.8,-6,24,-4,1.3,19,0.8,-1,1.2
COc1ccc(/C=N/Nc2nnc(Cc3ccc(OC)c(OC)c3)c(=O)[nH]2)cc1OC,1,0.3,81*,6,-1,0.9,·,0.9,-2,0.9
CCc1ccc(C(=O)Nc2cc3c(cc2Cl)OCCCO3)cc1,1,1,11,6,2,1.2,-4,0.9,-4,0.8
CN1N=C(c2ccc(Cl)cc2)CC(c2ccc(Cl)cc2)C1=O (centres undefined),1,0.9,30,7,-10,1,7,0.9,-4,1
CC(C)c1ccc(NC(=O)c2cnn(-c3ccccc3)c2NC(=O)c2ccco2)cc1,1,1.1,10,8,-10,0.9,-6,0.9,-3,1
CCC(=O)Nc1cccc(C(=O)/C=C/c2ccc(F)cc2)c1,1,1,100*,22,-9,0.9,-3,0.8,-1,0.9
COc1ccc(NC2=CC(c3cccc(OC)c3)N(c3ccc(OC)cc3)C2=O)cc1 (centres undefined),1,1,1,17,0,1.2,1,0.8,-4,1.1
O=C(COC(=O)Cc1c[nH]c2ccccc12)Nc1cccc2ccccc12,1,0.5,27,10,-27,0.9,48,0.9,-3,1
